# phage Ecoli inh: growth loss of phage-infected E. coli, primary screen, RecBCD inhibitor project, absorbance, with phage, HTS; inhibition, % at 11.9 µM; 0.26% of 360,000 active; in the data active = inhibition above about 11%
# Wnt bcat act: Wnt/beta-catenin pathway activators, primary screen, cell-based, plate reader, single point. Wnt/beta-catenin reporter cell assay, activator. activation, % at 9.35 µM. 1.2% of 300,000 active. AID 743398, 2014; in the data active = activation above about 30%, passing the limit was not always enough; inconclusive = no clear call, values can overlap the other calls;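 note: 0% = neutral control wells and 100% = positive control wells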
# AddAB inh: growth inhibition of E. coli expressing H. pylori AddAB, primary screen, AddAB inhibitor project, absorbance; AID 435030, 2010; 0.29% of 330,000 active; inhibition, % at 11.9 µM; in the data active = inhibition above about 12%;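 note: 0% = vehicle wells of infected cells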
# PvdQ inh: P. aeruginosa PvdQ acylase inhibitors, primary screen, biochemical, fluorescence, plate reader and imaging, single point; 0.063% of 340,000 active; purified PvdQ acylase; PvdQ acylase [Pseudomonas aeruginosa LESB58]; inhibition, % at 10 µM; AID 488965, 2010; in the data active = inhibition above about 30%, passing the limit was not always enough; inconclusive = no clear call, values can overlap the other calls;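 note: 0% = vehicle neutral wells and 100% = reference inhibitor wells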
# PfHsp90 yeast 2: growth inhibition of PfHsp90-expressing yeast, primary screen, antimalarial PfHsp90 inhibitor project, S. cerevisiae, BacTiter-Glo luminescence, single point, set 2 | BacTiter-Glo ATP, 48 h; yeast lacking PDR1 and PDR3 efflux regulators | inhibition, % at 9.4 µM | 0.32% of 310,000 active | AID 504621, 2011;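 active = every replicate shows inhibition above about 80%, whatever the replicate mean, limit read from the data; inconclusive = mean inhibition reaches the set limit but some replicate falls short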;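 note: 0% = DMSO neutral controls and 100% = 20 µM radicicol positive controls; yeast relying on Plasmodium falciparum Hsp90 in place of its own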
# CAL PDZ inh: CAL PDZ peptide-binding inhibitors, primary screen, biochemical, fluorescence polarization, Cer-tagged CAL PDZ, HTS. 0.02% of 330,000 active. purified CAL PDZ, TMR-peptide fluorescence polarization, 1 h. Golgi-associated PDZ and coiled-coil motif-containing protein (Homo sapiens), Q9HD26. inhibition, % at 20 µM;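 active = highest replicate inhibition of at least 40%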;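 note: plate controls were DMSO neutral control wells for no effect and unlabeled competitor peptide control wells for full effect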
#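 Read-out basis: mP drop reported as inhibition | Assay system: Tagged CAL PDZ protein CerCALP, purified | Benchmarks: Unlabelled peptide for full inhibition, DMSO wells as neutral | Schedule: 1 h incubation at room temperature before polarization reading | Buffer or medium: Sodium phosphate/NaCl buffer pH 7.4 with TCEP, IgG, Thesit | Doses: Single point, 20 µM | Measured by: Fluorescence polarization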
# DAGLB inh: DAGLB lipase inhibitors, primary screen, biochemical, fluorescence, HTS | Diacylglycerol lipase-beta (Homo sapiens), Q8NCG7 | HEK293T DAGLB membrane lysate, EnzChek fluorogenic substrate | inhibition, % at 5.17 µM | 0.059% of 340,000 active | AID 504411, 2011; in the data active = inhibition above about 34%;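 note: 0% = enzyme with vehicle and 100% = wells lacking enzyme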
# Target sequence (Q8NCG7 whole entry, looked up): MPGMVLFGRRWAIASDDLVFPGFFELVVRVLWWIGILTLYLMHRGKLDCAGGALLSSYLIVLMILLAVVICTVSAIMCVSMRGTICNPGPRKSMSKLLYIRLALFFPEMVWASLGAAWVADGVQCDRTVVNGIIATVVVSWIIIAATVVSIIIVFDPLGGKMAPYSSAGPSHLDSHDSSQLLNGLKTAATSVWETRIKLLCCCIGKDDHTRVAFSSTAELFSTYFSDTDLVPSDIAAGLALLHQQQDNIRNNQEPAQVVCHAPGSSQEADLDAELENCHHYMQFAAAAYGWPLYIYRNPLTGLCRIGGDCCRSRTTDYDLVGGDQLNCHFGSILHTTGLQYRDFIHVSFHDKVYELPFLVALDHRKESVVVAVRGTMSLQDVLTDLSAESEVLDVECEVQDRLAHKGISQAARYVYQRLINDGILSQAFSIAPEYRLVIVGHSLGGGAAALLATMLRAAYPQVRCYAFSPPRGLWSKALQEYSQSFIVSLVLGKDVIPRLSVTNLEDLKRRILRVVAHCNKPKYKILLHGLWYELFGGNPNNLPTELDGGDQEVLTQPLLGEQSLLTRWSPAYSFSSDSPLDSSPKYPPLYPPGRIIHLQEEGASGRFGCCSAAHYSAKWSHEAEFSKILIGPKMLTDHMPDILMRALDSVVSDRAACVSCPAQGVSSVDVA
# Tat export inh: E. coli Tat export inhibitors, primary screen, MC4100, TorA-mCherry reporter, fluorescence, single point | inhibition, % at 10 µM | 0.036% of 340,000 active | AID 488895, 2010;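 active = mean replicate inhibition at least 50% and at least half of replicates individually reaching 50%; inconclusive = only one of the two criteria met; inactive = neither criterion met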;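 note: exported cargo escapes ClpAP degradation while cytoplasmic cargo is degraded and loses fluorescence; 0% = median of neutral control wells and 100% = median of NaSCN control wells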
# Ecoli viability: E. coli V3065 growth inhibition, primary screen, counter-screen for AddAB inhibitor project, absorbance, OD600 | 18 h | inhibition, % at 11.9 µM | 0.27% of 330,000 active | AID 449728, 2010;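 active = inhibition above the campaign's mean inhibition across all tested compounds plus 3 SD, cut at about 9.9% in these data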;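 note: uninfected addAB+ strain grown without phage in ampicillin broth; 0% = DMSO wells and 100% = ciprofloxacin 0.95 µg/ml wells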
# Rtt109 Vps75: inhibitors of C. albicans Rtt109/Vps75 HAT, primary screen, biochemical, ThioGlo CoA-SH fluorescence, plate reader; Histone acetyltransferase RTT109 (Candida albicans (strain SC5314 / ATCC MYA-2876)), …; purified Rtt109/Vps75, 4 h; inhibition, % at 34.9 µM; 0.16% of 330,000 active;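 active = inhibition of at least 50% in every replicate; inconclusive = best replicate reaches 50% inhibition but some replicates fall short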
# Target sequence (Q5AAJ8 whole entry, looked up): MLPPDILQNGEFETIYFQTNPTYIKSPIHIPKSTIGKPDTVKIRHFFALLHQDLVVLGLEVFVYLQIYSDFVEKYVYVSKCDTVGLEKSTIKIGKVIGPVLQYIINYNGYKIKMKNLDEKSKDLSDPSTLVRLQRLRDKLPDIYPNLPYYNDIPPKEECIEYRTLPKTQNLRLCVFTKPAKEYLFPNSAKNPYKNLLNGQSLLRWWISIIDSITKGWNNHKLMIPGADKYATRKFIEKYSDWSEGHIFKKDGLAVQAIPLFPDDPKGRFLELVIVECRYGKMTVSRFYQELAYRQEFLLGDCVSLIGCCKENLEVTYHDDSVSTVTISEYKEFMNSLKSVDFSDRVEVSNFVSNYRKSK
# * marks the source's active call; other numbers are inactive results; ? = inconclusive; / = not tested or not shown; & = joins results of further samples. Compounds as they come; about 1.9% have a hit in one of these screens.
SMILES,phage Ecoli inh,Wnt bcat act,AddAB inh,PvdQ inh,PfHsp90 yeast 2,CAL PDZ inh,DAGLB inh,Tat export inh,Ecoli viability,Rtt109 Vps75
COCCOC(=O)C1=C(C)N=C2SCCC(=O)N2C1c1ccc(OC(=O)c2ccco2)cc1 (configuration not stated),4.3,-1,4.4,-5,/,-3.2,0,-5,-1.6,/
COc1ccc(-c2cnc(N)nc2-c2ccc(OC)cc2O)cc1,3.7,-5,4.8,-5,-15,-1.0,0,-3,-0.2,-5
CCn1ccnc1CNCc1ccc(OCC(O)CN(C)Cc2ccccc2)cc1 (configuration not stated),2.7,1,1.7,-7,12,-2.0,1,-3,0.8,5
CNS(=O)(=O)c1cn(CC(=O)NCc2ccc(N(C)C)cc2)cc1S(=O)(=O)NC,0.6,1,2.2,-18,17,-0.5,-3,-2,1.4,2
Cc1occc1-c1nnc(SCC(=O)Nc2ccccc2)n1Cc1ccccc1,-1.0,/,1.1,-16,-7,-2.3,-5,10,-1.1,/
COc1cccc(C2C(C#N)=C(N)Oc3cc(C)oc(=O)c32)c1OC (configuration not stated),0.9,-1,1.4,-13,2,-0.9,-5,-4,-0.6,5
O=C(Nc1ccc2c(c1)nc1n2CCN(Cc2ccccc2)C1)c1cccs1,2.3,/,1.3,-13,-5,-2.8,1,3,-0.3,3
CC(C)(C)NCC(O)COc1ccccc1C1CCCC1 (configuration not stated),3.6,-1,1.1,-6,6,-0.5,2,-3,-0.9,4
Cc1ccc(NC2CCCN(C(=O)C3CCCC3)C2)cc1C (configuration not stated),-0.2,0,1.1,-3,-10,-3.0,-3,-6,1.2,-5
CCCCC(=O)NC(=S)Nc1ccc(NC(=O)C(C)C)c(OC)c1,0.5,-4,2.8,-18,8,-0.5,-2,4,0.6,1
CCc1cc2ccccc2nc1SCC(=O)NC1CCCC1,3.3,-2,6.0,-3,-2,-1.9,-3,-7,-0.4,-2
COC(=O)C1=C(C)N(Cc2ccccc2)C(=NCC(C)C)N[C@H]1c1cccc(F)c1,4.9,-1,2.2,6,10,0.0,-1,6,2.8,19
CC(OC(=O)CNC(=O)c1ccc2ccccc2c1)C(=O)N(C)C1CCCCC1 (configuration not stated),-1.0,-3,0.0,-14,-21,-2.7,-5,-6,-2.1,2
CCC(CO)Oc1cc(NCc2ccccc2F)c2ncn(C(C)C)c2c1 (configuration not stated),-0.3,-3,0.6,1,-8,2.5,2,4,-1.6,-1
COc1ccc(N2CCN(C(=O)CSc3ccccc3N)CC2)cc1,0.2,3,1.1,-12,-2,-1.5,2,1,1.2,0
CN(Cc1ccc(Cl)c(Cl)c1)C(=O)CN1C(=O)NC2(CCCC2)C1=O,3.2,-3,-1.3,-9,23,0.4,1,-6,-1.1,-5
Cc1cc(=O)oc2c(CN3CCCC3)c(O)c(Cl)cc12,-0.9,1,-1.8,-15,10,0.1,-2,12,-2.3,-12
CC(=O)CN1C(=O)NC2(CCCc3ccccc32)C1=O (configuration not stated),0.4,1,-1.9,2,-7,0.1,-1,-2,-2.7,-8
OC1(c2ccccc2)CN(c2ccccc2)C2=[N+]1CCS2 (configuration not stated),2.8,-3,1.6,2,-20,-2.2,-1,-3,-2.4,-5
CC1Cc2nc(SCC(=O)Nc3nccs3)n(C)c(=O)c2S1 (configuration not stated),2.1,-2,-1.9,-9,-28,0.4,2,-8,0.9,-6
CC12CCC(c3c(C(=O)O)nn(-c4ccc(F)cc4)c31)C2(C)C (configuration not stated),1.7,5,3.1,-12,-14,-4.0,1,-3,0.4,5
CC(=O)OCC1OC(n2c(-c3ccc(Cl)cc3)ccc(C#N)c2=S)C(OC(C)=O)C(OC(C)=O)C1OC(C)=O (configuration not stated),-0.3,-1,/,-19,-22,0.0,-5,2,/,-3
COc1ccc(N/C=C2/Sc3ccccc3NC2=O)cc1,4.9,-1,1.0,-10,-14,-0.8,4,-1,1.6,5
Cc1ccc(S(=O)(=O)N2CCOCC2)cc1C(=O)c1nccn1C,2.6,10,-1.6,-11,11,-0.3,-2,-10,0.2,/
O=C(NNC(=O)c1cc(Cl)ccc1O)c1cccs1,2.9,1,1.5,-12,-14,-1.7,6,-12,-1.4,-4
Cc1ccc(NCc2nnc(SCC(=O)N3CCCc4ccccc43)o2)c(C)c1,1.6,-6,1.5,0,/,-1.3,-1,6,1.5,4
COC(=O)c1nn(-c2ccc3c(c2)OCO3)cc1O,2.4,/,-0.8,-3,-5,-1.9,-2,19,-0.9,0
O=C(CCCCCNc1nc(=S)[nH]c2ccccc12)NCCC1=CCCCC1,2.5,-9,0.2,1,-15,-0.1,-2,-2,0.6,0
O=C(Nc1cccc(-c2cccc(Cl)c2)c1)C1CCN(CC2CCOC2)CC1 (configuration not stated),0.6,-8,0.9,-7,-4,-0.7,0,18,-1.6,4
COC(=O)/C(=C\Nc1ccccc1)NC(=O)c1ccc(Cl)cc1Cl,2.3,/,1.6,9,-8,0.0,4,1,1.9,16
N#Cc1ccccc1Sc1ccccc1C(=O)NCC(c1ccco1)N1CCCC1 (configuration not stated),-1.3,-3,1.4,-12,31,-2.4,0,19,0.6,-3
O=C(c1cc(COc2ccc(F)cc2Cl)on1)N1CCN(c2cnccn2)CC1,-1.0,-2,1.0,-14,-11,-2.3,-1,3,-0.3,0
Cn1cccc1C(=O)C(=O)Nc1ccc(F)c(F)c1,5.1,-1,6.3,10,2,-0.4,-1,1,1.9,-2
CCC1(C)Cc2ccccc2-c2nc(NCCO)n(-c3ccc(C)cc3)c(=O)c21 (configuration not stated),0.5,-3,0.9,-32,-8,-0.4,-1,1,0.2,-5
CCCCC[C@H](O)/C=C/[C@@H]1[C@@H](CCCCCCC(=O)O)[C@@H](O)C[C@H]1O,/,/,-0.4,-10,11,-0.6,0,13,-2.4,-2
CC(=O)c1cccc(N2C(=NC(=O)C3CC3)SC3CS(=O)(=O)CC32)c1 (configuration not stated),-0.2,-2,2.9,0,8,-1.9,1,-3,-1.1,7
CCC(CO)Oc1cc(NCc2ccc(C)c(C)c2)c2ncn(C(C)C)c2c1 (configuration not stated),1.7,-4,-0.2,-10,-8,-0.3,2,11,-2.3,6
COc1ccc(/C=N/NC(=O)Cc2n[nH]c(=O)[nH]c2=O)cc1,2.2,-1,2.1,-1,7,-0.3,-1,8,0.9,15
CCN(CC)C(=O)Oc1c(Cl)cc(Cl)c2cccnc12,3.4,0,2.7,-6,-3,-3.0,0,2,-0.2,-5
CCOc1ccc(N(C(=O)c2snc(C(N)=O)c2N)C(C(=O)NCC2CCCO2)c2ccco2)cc1 (configuration not stated),1.5,-1,2.2,9,11,-1.8,-2,0,2.1,24

# Three compounds from above, ordered by formula weight, highest first:
SMILES,phage Ecoli inh,Wnt bcat act,AddAB inh,PvdQ inh,PfHsp90 yeast 2,CAL PDZ inh,DAGLB inh,Tat export inh,Ecoli viability,Rtt109 Vps75
CCC(CO)Oc1cc(NCc2ccc(C)c(C)c2)c2ncn(C(C)C)c2c1 (configuration not stated),1.7,-4,-0.2,-10,-8,-0.3,2,11,-2.3,6
COc1ccc(/C=N/NC(=O)Cc2n[nH]c(=O)[nH]c2=O)cc1,2.2,-1,2.1,-1,7,-0.3,-1,8,0.9,15
COC(=O)c1nn(-c2ccc3c(c2)OCO3)cc1O,2.4,/,-0.8,-3,-5,-1.9,-2,19,-0.9,0

# Continuation:
SMILES,phage Ecoli inh,Wnt bcat act,AddAB inh,PvdQ inh,PfHsp90 yeast 2,CAL PDZ inh,DAGLB inh,Tat export inh,Ecoli viability,Rtt109 Vps75
O=C(Nc1ccc2c(c1)Cc1ccccc1-2)c1ccncc1,4.7,13,-2.6,-15,24,-1.4,-3,-4,-3.8,11
O=C(O)c1ccccc1C1c2ccccc2Oc2ccccc21,2.2,0,/,5,-25,-1.3,3,-1,/,10
C=CC[C@@H](CC(=O)N[C@@H](CO)Cc1ccccc1)C(=O)NCCOC(=O)[C@@H](CC=C)Cc1ccc(F)cc1,-0.6,-3,-0.2,-14,15,-1.2,-5,4,-4.8,-19
Fc1cc(Br)ccc1Nc1nc2ccccc2n2nnnc12,1.1,6,1.4,-7,-6,-0.5,-4,-11,-0.2,-8
COc1cc(OC)cc(C(=O)NCCSC2CCCCC2)c1,3.1,-2,4.0,-11,14,-5.2,0,7,2.9,-4
CN1CCN(CCC(=O)Nc2ccc(OCc3ccccc3)cc2)CC1,2.4,/,0.9,-12,-13,-0.5,-1,?,-0.4,-2
CCN(CC)c1ccc(C2C(C(=O)OCCOC)=C(C)NC3=C2C(=O)CC(C)(C)C3)cc1 (configuration not stated),1.3,-2,1.7,-11,29,0.2,1,5,-2.0,-9
CN(C)S(=O)(=O)c1cccc(C(=O)Nc2ccc(Cl)cn2)c1,2.9,17,1.2,-12,3,-1.9,-5,-3,1.7,13
O=C(O)c1ccc(N2CCN(Cc3ccc4c(c3)OCO4)CC2)c([N+](=O)[O-])c1,-0.6,2,-1.2,-11,-24,-1.0,1,-8,0.0,1
CCN1C/C(=C\c2cccc([N+](=O)[O-])c2)C(=O)/C(=C/c2cccc([N+](=O)[O-])c2)C1,2.0,0,/,-5,95*,0.1,3,-1,/,-4
O=C1CCCCN1CCCC(=O)N1CCCC(Nc2ccc(F)c(F)c2)C1 (configuration not stated),-2.0,4,2.5,7,-1,1.7,2,-7,1.4,4
CCC(=O)NC1CCN(C(=S)NC)CC1,-0.1,-1,0.9,-12,16,0.1,1,-4,-2.9,-6
COC(=O)Cc1csc(N)n1,-1.0&-0.5,-4,0.7&1.7,1&9,-12&15,-3.4&-0.3,1&0,5&-11,-0.6&1.2,-3&17
Cc1ccccc1CNS(=O)(=O)c1ccc2c(c1)C(C)(C)C(=O)N2C,1.8,3,0.7,0,-21,-2.9,2,-2,-2.2,-7
CN(C)C(=O)C[n+]1cccc(/C=N/O)c1,4.0,-1,3.2,-4,-26,-2.7,2,0,-1.1,-1
CCC(CC)C(=O)Nc1nnc(S(=O)(=O)N2CCCC2)s1,2.2,-1,-0.2,-2,-4,-1.2,3,-3,-0.3,3
S=C(NC1CCCCC1)NC1CC2CCC(C1)N2Cc1ccccc1 (configuration not stated),3.6,-7,2.8,-3,14,/,1,-3,1.7,-1
CC(C)(C)c1nc2sc3c(c2c(=O)o1)CCCC3,4.6,-1,0.6,8,-27,-0.3,-1,3,-1.4,-7
COc1ccc(CNC(=S)NCc2ccc(OC)cc2)cc1,2.6,0,0.8,-8,-16,-0.1,-1,-7,0.7,0
O=[N+]([O-])c1cccc(S(=O)(=O)Nc2ccc(-c3ccc(N4CCCC4)nn3)cc2)c1,0.8,4,3.1,-15,7,-1.9,6,0,-0.7,1

# Screening results from PubChem.
